Screening results: PubChem BioAssay, The Scripps Research Institute Molecular Screening Center
TEAD-YAP block = TEAD-YAP interaction inhibition. 640,000 tested, 1.4% active. HEK-TIYL cells, TEAD-Gal4/YAP UAS-luciferase luminescence. inhibition, % at 9.12 µM; in the data active means inhibition above about 32%;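 further: 0% = median of test compound wells and 100% = reference inhibitor wells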
MITF inh = human MITF inhibition, primary screen; O75030; AlphaScreen MITF homodimerization, bead proximity signal; inhibition, % at 2.6 µM; 650,000 tested, 0.91% active; AID 1259374; in the data active means inhibition above about 50%;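 further: 0% = vehicle wells with protein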
Target sequence (O75030 whole entry, looked up): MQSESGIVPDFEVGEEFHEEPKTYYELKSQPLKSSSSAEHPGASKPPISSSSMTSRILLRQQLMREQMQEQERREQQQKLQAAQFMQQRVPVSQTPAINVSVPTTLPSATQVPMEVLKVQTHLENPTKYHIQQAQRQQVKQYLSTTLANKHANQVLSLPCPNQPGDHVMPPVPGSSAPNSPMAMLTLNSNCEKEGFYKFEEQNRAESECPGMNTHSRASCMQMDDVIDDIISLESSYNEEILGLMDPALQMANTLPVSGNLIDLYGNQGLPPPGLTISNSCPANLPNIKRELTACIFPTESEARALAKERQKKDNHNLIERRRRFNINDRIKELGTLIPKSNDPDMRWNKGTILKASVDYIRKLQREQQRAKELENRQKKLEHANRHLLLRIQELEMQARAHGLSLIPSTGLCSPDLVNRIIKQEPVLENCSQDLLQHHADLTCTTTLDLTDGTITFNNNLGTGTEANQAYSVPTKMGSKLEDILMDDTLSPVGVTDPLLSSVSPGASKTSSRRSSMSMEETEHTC
GPR151 ag = activators of human GPR151 | Q8TDV0 | PathHunter beta-arrestin GPR151 cells, luminescence | activation, % at 11.2 µM | 650,000 tested, 1% active | AID 1508602; in the data active means activation above about 4.9%;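 further: 0% = median of compound wells and 100% = cells with positive control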
Target sequence (Q8TDV0 whole entry, looked up): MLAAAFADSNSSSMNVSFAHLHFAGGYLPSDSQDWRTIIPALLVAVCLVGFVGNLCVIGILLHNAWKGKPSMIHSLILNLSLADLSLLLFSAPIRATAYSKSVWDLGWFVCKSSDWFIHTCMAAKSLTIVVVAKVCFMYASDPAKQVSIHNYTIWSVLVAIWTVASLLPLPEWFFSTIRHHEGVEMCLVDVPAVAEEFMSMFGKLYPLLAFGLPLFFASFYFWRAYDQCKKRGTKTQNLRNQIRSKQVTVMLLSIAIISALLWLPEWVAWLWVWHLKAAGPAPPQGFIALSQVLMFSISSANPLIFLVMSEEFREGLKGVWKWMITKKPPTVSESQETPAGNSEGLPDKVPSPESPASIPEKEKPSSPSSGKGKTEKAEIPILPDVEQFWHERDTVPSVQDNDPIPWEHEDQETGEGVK
FBW7 activator = human FBW7 E3 ligase activation, primary screen; 650,000 tested, 0.13% active; normalized activity (activation), % at 26.1 µM; AlphaScreen FBW7–phospho-cyclin E peptide binding, activator screen; Q969H0; in the data active means normalized activity above about 1.9%;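 further: purified mutant Fbw7 with reduced substrate affinity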
An asterisk follows results filed as active; & = joins results of further samples. Rows were taken by chance; 3.4% or so of the library scored in one or more.

smiles,TEAD-YAP block,MITF inh,GPR151 ag,FBW7 activator
O=C(CCCc1ccccc1)N1CC[C@H]2[C@H](CCCN2C(=O)Cc2cscn2)C1,-7,9,0.4,0.0
Nc1nc(Cn2c(-c3cncs3)nc3ccccc32)nc(N2CCOCC2)n1,-7,14,0.5,0.1
O=C(NCCOc1ccccc1)c1ccccc1C(F)(F)F,-15,-16,-0.5,-0.5
O=C(Nc1ccc(Cl)cc1)c1n[nH]c2ccccc12,1,17,-6.1,0.1
O=C(CO)Nc1cccc(NC(=O)CO)n1,16,7,0.1,0.5
CCN1CCCC1CNC(=O)C(C)n1nc(C)c2sc3ccccc3c2c1=O (configuration not stated),7,-6,0.1,0.2
COc1ccc(S(=O)(=O)Nc2cc(S(N)(=O)=O)ccc2C)cc1,3,-2,2.4,-0.2
CCCS(=O)(=O)Nc1ccc(N2CCCC2=O)c(OC)c1,8,-12,-0.7,-0.2
COC(=O)[C@@H]1CCCN1Cc1c(C(=O)N(C)Cc2ccccc2)nc2ccccn12,-3,-6,-2.0,0.1
Cc1cc(C(=O)n2nnc3ccccc32)ccc1[N+](=O)[O-],-9,0,0.3,-0.1
N#C/C(=C\Nc1ccc(F)cc1)c1nc(-c2cccc([N+](=O)[O-])c2)cs1,-6,-11,-0.4,0.2
Cc1nc(NC(=O)c2cc3c(s2)CCCCC3)sc1C(=O)N(C)C,-56,-8,-0.3,-0.3
Cc1ccc(CNC(=O)c2cc(S(=O)(=O)N3CCC(C)CC3)ccc2F)cc1,11,-3,0.2,-0.1
Cc1c(NC(=O)c2cc(-c3cccc(O)c3)on2)c(=O)n(-c2ccccc2)n1C,7,0,0.1,0.5
Cc1ccc2c(=O)c(C(=O)c3ccccc3)coc2c1,7,3,2.1,0.1
OCCN1CCN(C2Cc3ccccc3C2)CC1,5,-1,-1.0,0.1
CCOc1ccc(/C=C2/OC(=O)c3c2cc(C)[nH]c3=O)cc1O,-12,6,0.1,-0.1
CN1C(=C2C(=O)OC(C)(C)OC2=O)Sc2ccccc21,-35,2,-1.5,-0.1
Cc1cc(NC(=O)C(C)NC(=O)c2ccc(C(C)(C)C)cc2)no1 (configuration not stated),2,9,-0.3,0.1
Cc1cc(Nc2ccc3c(c2)OCO3)nc(NCc2cccnc2)n1,-3,10,2.6,-0.1
CCN(CCCNC(=O)CCC(=O)N1CCOc2ccccc21)Cc1ccccc1,-5,13,0.6,0.0
COc1cccc(CNC(=O)CN(C)c2nnc(N3CCCC3=O)s2)c1OC,-2,0,5.3*,0.3
O=C1Nc2cc(C(=O)N3CCN(Cc4ccc5c(c4)OCO5)CC3)ccc2NC1CSCc1ccccc1F (configuration not stated),23,17,-1.0,0.0
COCCNC(=O)CN(C(=O)c1snc(C(N)=O)c1N)c1cccc(C(F)(F)F)c1,6,-5,0.2,0.3
Cc1ccc2c(CC(=O)Nc3ccc(S(N)(=O)=O)cc3)coc2c1,-4,-8,1.9,-0.2
COC(=O)C1=CN(Cc2ccc(OC)c(OC)c2)C=C(C(=O)OC)C1c1ccc(C(F)(F)F)cc1,-8,8,-0.3,0.3
NCCSc1nnnn1-c1ccccc1,16,3,0.0,0.1
CC(=O)N/N=C(\C)CC(=O)Nc1cccc2c1CCCC2,8,1,0.6,0.1
CCc1ccc(C2C(C#N)=C(C)NC3=C2C(=O)CC(c2ccccc2)C3)cc1 (configuration not stated),27,-4,0.3,0.0
CCN(CC)S(=O)(=O)c1ccc(C(=O)Nc2nc3ccc(Cl)cc3s2)cc1,1,15,1.1,0.0
O=C(Nc1ccccc1C(F)(F)F)C1C2CC3OC(=O)C1C3C2 (configuration not stated),-11,-14,-0.4,-0.1
O=C(CSCc1ccc([N+](=O)[O-])cc1)Nc1c[nH]c(=O)[nH]c1=O,8,10,0.1,0.1
C[C@@H](Cn1nnc2ccccc21)NC(=O)c1ccc(=O)[nH]n1,-1,11,1.6,0.1
COc1cc(OC)c(C2C(C(=O)OCCc3ccccc3)=C(C)NC3=C2C(=O)CCC3)cc1OC (configuration not stated),5,1,0.4,0.0
CC(=O)NC1=NC(=O)/C(=C/c2cccc3ccccc23)S1,1,4,0.7,0.1
Cc1ccc(S(=O)(=O)CCc2nnc(NC(=O)c3ccc(C(C)(C)C)cc3)s2)cc1C,-8,-7,-1.4,-0.1
COc1ccc(C2CC(=O)C3=C(C2)NC(C)=C(C(=O)OC2CCCC2)C3c2ccccc2C)cc1OC (configuration not stated),17,10,5.3*,0.0
CCOc1ccc(/C=C(/C#N)C(N)=S)cc1,4,-9,1.2,0.1
COc1ccc(CC(=O)O/N=C(\N)c2ccc([N+](=O)[O-])cc2)cc1OC,-6,-6,-0.5,-0.1
CCOC(=O)N1CCN(C(c2ccc(Cl)cc2)c2sc3nc(C)nn3c2O)CC1 (configuration not stated),19,13,1.4,0.0
CSCCC(NC(N)=O)C(=O)Nc1ccc(Br)cc1F (configuration not stated),-1,1,2.5,0.1
CCC1=NN2C(=N)/C(=C/c3cc(OC)c(OC)c(OC)c3)C(=O)N=C2S1,6,14,-0.5,0.2
Nc1nc(Nc2ccc3c(c2)OCO3)cc(Nc2ccc3ncccc3c2)n1,-1,36,1.4,-0.1
COc1ccc(C(C)C)cc1-c1ccc(C(=O)N2CCN(C)CC2)c(N2CCOCC2)n1,-4,-14,-1.2,0.1
CC1c2ccccc2N(NC(=O)Cc2ccccc2)C1C (configuration not stated),0,1,1.1,0.0
O=C(COC(=O)CN1C(=O)C(=O)c2ccccc21)Nc1nc2c(s1)CCCC2,-11,1,0.1,-0.1
N#CC1=C(N)N(c2c(F)cccc2F)C2=C(C(=O)CCC2)C1c1ccc(F)cc1 (configuration not stated),5,4,-2.5,0.2
CCCNc1ncnc2c1nc(N1CCN(c3ccccn3)CC1)n2C(C)C,-3,7,1.0,0.0
Cc1cccc(NC(=O)CCN2C(=S)NC(C)(C)CC2C)c1C (configuration not stated),-6,-7,0.4,0.2
O=[N+]([O-])c1ccc2cnn(-c3cccc(C(F)(F)F)c3)c2c1,-1,8,-0.2,-0.2

Going on with the list:
smiles,TEAD-YAP block,MITF inh,GPR151 ag,FBW7 activator
COc1ccccc1N(CN1CCCC1=O)C(=O)c1cccc(F)c1,9,-10,4.0,0.1
CCOC(=O)NC1(C(F)(F)F)C(=O)Nc2c1c(=O)[nH]c(=O)n2-c1ccc(F)cc1 (configuration not stated),4,14,0.3,-0.1
N/C(=N\OC(=O)c1cc(Cl)ccc1Cl)c1ccncc1,0,2,-1.6,1.4
CN1CCN(NC(=O)CN2C(=O)/C(=C/c3c(Cl)cccc3Cl)SC2=S)CC1,-4,5,1.6,0.1
COc1ccc(CN2CCN(C(=O)c3sc4ncn(Cc5cccc(F)c5)c(=O)c4c3C)CC2)c(OC)c1OC,0,-3,0.3,-0.1
COc1cccc(OC)c1C(=O)NCCOc1cc(C)cc(C)c1,-8,2,0.2,-0.2
COCCOC(=O)C1=C(C)NC(=O)NC1c1cccc(OCc2ccccc2)c1 (configuration not stated),-24,14,0.7,0.4
Cc1c(C(=O)O)c2cc(O)ccc2n1-c1ccccc1,-4,-10,-0.6,-0.2
O=C(/C=C/c1ccccc1)Nc1ncc([N+](=O)[O-])s1,28,-6,-4.8,-0.6
Cc1cccc(NC(=O)Cc2c(F)cccc2Cl)n1,-51,1,4.9,-0.2

An excerpt from above in order of SMILES length, rising.
smiles,TEAD-YAP block,MITF inh,GPR151 ag,FBW7 activator
Cc1cccc(NC(=O)Cc2c(F)cccc2Cl)n1,-51,1,4.9,-0.2
CC1c2ccccc2N(NC(=O)Cc2ccccc2)C1C (configuration not stated),0,1,1.1,0.0
Cc1c(C(=O)O)c2cc(O)ccc2n1-c1ccccc1,-4,-10,-0.6,-0.2
N/C(=N\OC(=O)c1cc(Cl)ccc1Cl)c1ccncc1,0,2,-1.6,1.4
COc1cccc(OC)c1C(=O)NCCOc1cc(C)cc(C)c1,-8,2,0.2,-0.2
Cc1cccc(NC(=O)CCN2C(=S)NC(C)(C)CC2C)c1C (configuration not stated),-6,-7,0.4,0.2
O=C(/C=C/c1ccccc1)Nc1ncc([N+](=O)[O-])s1,28,-6,-4.8,-0.6
CCCNc1ncnc2c1nc(N1CCN(c3ccccn3)CC1)n2C(C)C,-3,7,1.0,0.0
Nc1nc(Nc2ccc3c(c2)OCO3)cc(Nc2ccc3ncccc3c2)n1,-1,36,1.4,-0.1
O=[N+]([O-])c1ccc2cnn(-c3cccc(C(F)(F)F)c3)c2c1,-1,8,-0.2,-0.2
O=C(COC(=O)CN1C(=O)C(=O)c2ccccc21)Nc1nc2c(s1)CCCC2,-11,1,0.1,-0.1
CCC1=NN2C(=N)/C(=C/c3cc(OC)c(OC)c(OC)c3)C(=O)N=C2S1,6,14,-0.5,0.2
N#CC1=C(N)N(c2c(F)cccc2F)C2=C(C(=O)CCC2)C1c1ccc(F)cc1 (configuration not stated),5,4,-2.5,0.2
COc1ccc(C(C)C)cc1-c1ccc(C(=O)N2CCN(C)CC2)c(N2CCOCC2)n1,-4,-14,-1.2,0.1
CCOC(=O)NC1(C(F)(F)F)C(=O)Nc2c1c(=O)[nH]c(=O)n2-c1ccc(F)cc1 (configuration not stated),4,14,0.3,-0.1
COc1ccc(CN2CCN(C(=O)c3sc4ncn(Cc5cccc(F)c5)c(=O)c4c3C)CC2)c(OC)c1OC,0,-3,0.3,-0.1

Additional records follow:
smiles,TEAD-YAP block,MITF inh,GPR151 ag,FBW7 activator
CC(C)n1c(-c2ccccc2)csc1=Nc1ccccc1,-2,7,1.8,-0.5
O=C1CSC(c2cccc(C(F)(F)F)c2)N1c1ccc2ccccc2c1 (configuration not stated),6,13,0.5,0.0
COc1cccc(C2=CC(c3ccc(OC)c(OC)c3OC)n3ncnc3N2)c1 (configuration not stated),-12,-9,0.9,-0.1
O=C(NCCSc1ccccc1)c1ccccc1I,-23,-9,-1.9,-0.1
CC1=C(C#N)C(=O)NC(=O)/C1=C\c1ccc(-c2ccc(Cl)c(Cl)c2)o1,2&0,4&18,-1.1&1.5,0.0&0.0
CCN(CC)C(=O)CSc1nc2ccsc2c(=O)n1CCc1ccc(Cl)cc1,-2,7,-0.6,-0.1
COC(=O)C1CCN(C(=O)c2ccco2)CC1,17,9,-1.1,0.3
COCCOC(=O)N1CCC(C(=O)N(C)C(c2ccc(OC)cc2)c2ccccn2)CC1 (configuration not stated),1,21,1.4,-0.2
O=c1oc2c(-c3ccc(Br)cc3)cc(O)cc2s1,-5,-2,-0.5,-0.1
O=C(Nc1ccccc1O)c1ccc(C(=O)N(C2CCCCC2)C2CCCCC2)cc1,-1,14,0.6,0.0
O=C(CSc1nc2ccccc2c2nc(-c3ccccc3)nn12)NC1CCCCC1,11,19,-1.1,1.1
CCN(CC)c1nc2c(s1)C(=O)CC(C)(C)C2,-45,2,0.0,0.0
Cc1ccc2nc(-c3ccc(NC(=O)c4cccc(C(F)(F)F)c4)cc3)sc2c1,-10,8,-1.1,0.2
Cc1cc(C(=O)COc2ccc(-n3cnnn3)cc2)c(C)n1Cc1cccs1,0,-3,-0.8,0.1
Cc1c(C)n2c3c(=O)n(C)c(=O)n(C)c3nc2n1C(C)c1ccccc1 (configuration not stated),2,9,1.3,-0.5
Cc1ccc(-n2ncc3c(Nc4c(C)n(C)n(-c5ccccc5)c4=O)ncnc32)c(C)c1,-1,11,0.2,0.0
Nc1[nH]c(=S)nc2sc3c(c12)CCC3,-18,-4,1.9,0.6
Cc1nc(NC(=O)CSc2nc(-c3ccccc3)cc(=O)[nH]2)sc1C,3,-10,-0.8,0.2
COc1ccc(Cl)cc1-n1cnc2cc(C(=O)NC3CCCCCC3)ccc21,9,-2,1.0,0.0
O=C1c2ccccc2C(=O)N1c1nc2c(ccc3ccccc32)s1,-8,-2,0.9,-0.1
C=C(C)CSc1nnc2n(-c3ccccc3C)c(=O)c3c4c(sc3n12)CCC4,-2,15,-1.5,-0.3
